BaF3 parental – counter-screen for JAK2V617F inhibitors: parental Ba/F3 viability inhibitors; inhibition, % at 5.6 µM; 220,000 compounds, 1.1% hits; CellTiter-Glo ATP luminescence;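 active = inhibition above a per-campaign cutoff, the mean inhibition of all tested compounds plus 3 SD, cut at about 27% in these data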;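 also: 0% = DMSO wells and 100% = JAK Inhibitor I control wells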
Ba/F3 V617F tox – loss of viability in JAK2V617F-driven Ba/F3 cells | inhibition, % at 5.6 µM | AID 1446 | Ba/F3 EpoR-JAK2V617F viability, ATP luminescence | 220,000 compounds, 1.1% hits;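 active = inhibition above the campaign mean plus 3 SD over all tested compounds, cut at about 24% in these data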;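 also: cytokine-independent growth of Ba/F3 cells driven by EpoR plus mutant JAK2; 0% = DMSO-treated cells and 100% = JAK inhibitor I control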
S1P4 antagonist – blocks the human S1P4 receptor | S1P4-expressing cells, antagonist mode, reporter read-out | inhibition, % at 4.98 µM | 220,000 compounds, 0.26% hits | AID 1510; in the data active = inhibition above about 29%;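 also: 0% = wells stimulated with agonist and 100% = vehicle wells without agonist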
S1P4 agonist – activates the human S1P4 receptor. 220,000 compounds, 0.35% hits. AID 1509. O95977. S1P4-expressing cell line, agonist reporter assay. activation, % at 4.98 µM; in the data active = activation above about 11%;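 also: 0% = DMSO vehicle and 100% = reference agonist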
NPY2 pot ag – potentiates or activates human NPY-Y2 receptor; activation, % at 3.6 µM; P49146; 220,000 compounds, 0.45% hits; cells expressing NPY-Y2, potentiator/agonist read-out; AID 1359; in the data active = activation above about 27%;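 also: cells stimulated with NPY near EC25 plus isoproterenol at EC100; 0% = vehicle plus submaximal agonist and 100% = vehicle plus saturating agonist; some results beyond the cut were filed as inactive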
Target sequence (P49146 whole entry, looked up): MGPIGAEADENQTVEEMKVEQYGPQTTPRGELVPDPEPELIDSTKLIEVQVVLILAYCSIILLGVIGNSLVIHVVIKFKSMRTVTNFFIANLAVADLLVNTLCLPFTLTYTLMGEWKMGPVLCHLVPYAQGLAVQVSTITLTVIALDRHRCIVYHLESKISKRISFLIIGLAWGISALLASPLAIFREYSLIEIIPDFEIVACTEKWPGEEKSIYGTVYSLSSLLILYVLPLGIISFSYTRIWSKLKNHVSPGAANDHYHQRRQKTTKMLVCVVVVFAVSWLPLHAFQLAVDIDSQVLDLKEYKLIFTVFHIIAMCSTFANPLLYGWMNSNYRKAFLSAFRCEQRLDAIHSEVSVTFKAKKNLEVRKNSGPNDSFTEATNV
PERK inhibitor – human PERK inhibition, primary cell-based screen | CHO PERK-DD fusion, SEAP luminescence translation reporter | inhibition, % at 5.6 µM | 220,000 compounds, 0.17% hits;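 active = inhibition above the mean inhibition of all tested compounds plus 3 SD, set separately per screening campaign, cut at about 2.9% in these data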;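 also: PERK kinase domain activated by AP20187 dimerizer at 100 nM; 0% = DMSO with dimerizer and 100% = rapamycin at 8.4 µM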
eIF4E-4G inh – eIF4E/eIF4G interaction inhibition in translation initiation. AID 782. P63073+Q04637. inhibition, % at 21.7 µM. 220,000 compounds, 0.37% hits. TR-FRET eIF4E-eIF4GI(517-606) binding, 2 h;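 active = inhibition above about 30%, limit read from the data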;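 also: 0% = full FRET control wells and 100% = background wells lacking eIF4GI fragment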
Wee1 degr inh – human Wee1 degradation inhibition, primary screen. P30291. HeLa Luc-Wee1K328M stability, luciferase luminescence; 100% = proteasome inhibitor MG132 effect. reporter increase, % at 5 µM. 220,000 compounds, 1.2% hits;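 active = activation above the mean of all tested compounds plus 3 SD, set per screening run, cut at about 8.8% in these data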;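 also: cells exposed to compound for 20 h before luminescence read; 0% = DMSO alone and 100% = MG132 at 30 µM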
Target sequence (P30291 whole entry K328M): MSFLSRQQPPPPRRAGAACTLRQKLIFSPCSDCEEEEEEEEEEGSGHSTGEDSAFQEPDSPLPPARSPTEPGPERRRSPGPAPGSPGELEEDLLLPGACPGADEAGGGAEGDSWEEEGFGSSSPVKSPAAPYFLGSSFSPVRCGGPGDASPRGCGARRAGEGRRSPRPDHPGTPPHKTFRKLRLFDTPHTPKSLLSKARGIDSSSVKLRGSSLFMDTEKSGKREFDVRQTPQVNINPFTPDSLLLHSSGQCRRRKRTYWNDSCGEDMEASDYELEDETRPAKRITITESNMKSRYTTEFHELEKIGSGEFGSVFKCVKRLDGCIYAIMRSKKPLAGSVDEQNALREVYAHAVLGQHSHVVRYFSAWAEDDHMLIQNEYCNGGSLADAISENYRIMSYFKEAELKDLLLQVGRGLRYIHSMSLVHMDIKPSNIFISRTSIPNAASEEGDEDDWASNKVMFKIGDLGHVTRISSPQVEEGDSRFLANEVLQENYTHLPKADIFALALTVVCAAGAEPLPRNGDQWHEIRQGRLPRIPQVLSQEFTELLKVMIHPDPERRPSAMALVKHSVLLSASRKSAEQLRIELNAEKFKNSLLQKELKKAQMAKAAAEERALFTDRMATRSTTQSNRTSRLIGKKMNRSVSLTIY
MDM2 E3 inh – inhibitors of human Mdm2 E3 ubiquitin ligase. cell-based MDM2 ubiquitination luciferase reporter, 2 h; 0 = plate control, 100 = twice control, blank-subtracted. signal enhancement, % at 5 µM. 210,000 compounds, 0.11% hits. AID 1230;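 active = signal enhancement of 30% or more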;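 also: luminescence tracks abundance of the self-degrading MDM2-luciferase fusion protein; higher signal means inhibition of MDM2 E3 ligase activity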
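Test system: stable mammalian line carrying autodegrading MDM2–luciferase fusion reporter; quantity: 2000 cells in each well; times: 4 h cell settling then 2 h compound exposure, 37 °C; detection: luminescence with SteadyLite reagent, 15 min at room temperature; evaluation: percent signal gain over controls, blank-subtracted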
The depositor's hits bear a star; x = no result given; [ ] = another dose, or the depositor's remark.

SMILES	BaF3 parental	Ba/F3 V617F tox	S1P4 antagonist	S1P4 agonist	NPY2 pot ag	PERK inhibitor	eIF4E-4G inh	Wee1 degr inh	MDM2 E3 inh
Cc1ccc(NC(=O)Cn2cnc3c(nnn3Cc3ccc(F)cc3)c2=O)cc1	5	2	6	1.1	-5	1.0	1	1	-16
CCCn1c2c(c(O)c(C(=O)Nc3ccc(OC)cc3)c1=O)CCCC2	-1	-5	-2	2.5	0	0.5	-2	1	-2
COc1cccc(-c2cc(C(F)(F)F)nc(-n3ccc([N+](=O)[O-])n3)n2)c1	7	1	-1	1.0	6	2.0	-1	-3	-4
COc1ccc(S(=O)(=O)NCC(=O)N(CC(=O)NCC2CCCO2)c2cc(C)ccc2C)cc1 (centres undefined)	-2	3	-7	-0.8	-1	-0.4	-2	-1	-9
COc1ccc(Cl)cc1S(=O)(=O)N1CCCC1	2	0	-3	0.3	1	-0.5	8	0	-4
CCOC(=O)c1cc2c(=O)n3cccc(C)c3nc2n(Cc2ccco2)c1=NC(=O)c1cccnc1	2	1	-16	0.8	7	-0.3	22[fluorescence artefact?]	0	-7
O=C(NCCOCC(F)(F)C(F)F)c1cc(F)c(F)cc1Cl	10	4	-5	-0.1	-15	0.6	2	-1	-5
N/C(=N\OC(=O)N1c2ccccc2Sc2ccccc21)c1ccc(Br)cc1	4	0	-3	0.1	0	1.2	3[fluorescence artefact?]	-3	5
COc1ccc(-n2c(SCC(N)=O)nc3nc4c(cc3c2=O)COC(C)(C)C4)cc1	3	1	-12	0.3	-5	-0.3	-4	1	8
CCOc1ccc(-n2c(=S)sc3c(=O)[nH]c(SCC(=O)NCC4CCCO4)nc32)cc1 (centres undefined)	4	2	-3	1.2	-8	-0.6	1	-2	1
CC1CC(=O)C2=C(C1)Nc1ncnn1C2c1ccccc1 (centres undefined)	4	2	3	1.0	5	1.5	-2	1	1
CN(C)CC(=O)N1c2ccccc2CCc2ccc(NC(=O)c3ccc(N)cc3)cc21	8	1	3	1.4	-9	-0.5	-10	-2	-13
CC(=O)OCc1cc(=O)n(C)c(=O)n1C	3	0	-1	0.8	1	0.9	4[fluorescence artefact?]	2	5
Cc1ccc(C)c2c1[nH]c1ccccc12	7	0	-9	-3.9	10	1.1	-2	-2	14
COc1cc2c(cc1OC)C(C)N(C(=O)c1cc3n(n1)C(C(F)(F)F)CC(c1ccco1)N3)CC2 (centres undefined)	4	-1	-3	1.0	-7	-1.4	13[fluorescence artefact?]	3	-24
CC(=O)Nc1ccc(Oc2ccc(-c3noc(C)n3)cc2)cc1	9	4	-16	0.1	4	-0.4	4	0	10
Cc1nc(NC(=O)c2ccc([N+](=O)[O-])cc2Cl)sc1C(=O)N(C)C	4	2	-14	0.9	-7	1.2	11	-3	4
COc1ccc(CN2CCNC(=O)C2CC(=O)N(C)Cc2ccon2)cc1OC (centres undefined)	6	0	4	1.6	4	1.0	3	3	-11
COc1ccc(/C=N/Nc2nc(-c3ccc(Cl)cc3)cc(C(F)(F)F)n2)c(OC)c1	6	-1	4	-0.2	11	0.9	15	7	0
O=C(NCC(c1ccco1)N1CCN(c2ccc(F)cc2)CC1)OCc1ccccc1 (centres undefined)	3	2	-8	1.2	-12	-0.6	-2	-3	-11
Cc1ccc(N=c2oc3cc(O)ccc3cc2C(N)=O)cc1	4	-3	-55	35*	3	0.2	-6	-3	-15
Cc1cc([N+](=O)[O-])ccc1NC(=O)Nc1ccc(F)cc1F	4	0	-22	2.4	-6	0.8	2	-2	-2
O=C(Cc1coc(-c2ccc(F)cc2)n1)Nc1ccccc1	3	4	-9	-0.2	6	-1.1	-2	2	-12
CCc1nc(SCc2nc3ccccc3[nH]2)c2oc3ccccc3c2n1	3	-6	-5	2.0	-20	-2.1	3	-1	-17
O=C(Nc1cc(N2CCOCC2)ncn1)NC1(C(F)(F)F)Oc2ccc(Cl)cc2O1 (centres undefined)	42*	23	2	-1.1	14	0.5	8	-1	-14
O=C(N/N=C\c1cn[nH]c1-c1ccc(Cl)cc1)c1cccs1	-2	0	5	-0.4	-26	-0.2	-2	-1	-10
Cc1ccc(NC(=O)CCN2C(=O)c3ccncc3C2=O)cc1	2	1	-11	3.0	6	1.9	2	-1	0
CCC1CCC/C1=N\NC(=O)CCC(=O)Nc1ccccc1Cl (centres undefined)	2	0	-3	-0.7	-7	0.6	0	4	-7
Cc1ccc(NC(=O)C2CC(=O)N(Cc3ccco3)C2)cc1 (centres undefined)	-1	-2	-5	0.2	7	0.8	3	-2	-14
S=C(Nc1ccccc1)N1N=C(c2cccs2)CC1c1cccs1 (centres undefined)	12	3	-12	-2.2	-10	-0.1	0	-3	-10
CCn1c(C(C)NC(=O)c2ccc(Cl)cc2)n[nH]c1=S (centres undefined)	2	2	-14	1.4	-4	0.4	-1	4	8
CCC(=O)NC(c1ccccc1OC)c1ccc2cccnc2c1O (centres undefined)	68*	61*	-9	3.4	-4	-1.7	-9[fluorescence artefact?]	-4	0
CCCCNC(=O)C(NS(=O)(=O)c1cccc2nsnc12)c1ccccc1 (centres undefined)	1	-1	-15	-0.4	-3	-0.8	3	-1	-11
COc1ccccc1N(C)S(=O)(=O)c1ccc(C(=O)OCC(=O)N2CCCCCC2)cc1	2	-2	-18	1.9	-15	0.6	-3	0	-11
CC1Cc2ccccc2N1c1nc(C2CC2)nc2c1nnn2Cc1ccccc1 (centres undefined)	5	1	-32	1.4	3	0.1	3	0	x
Brc1ccc(Cn2c(-c3ccc(Br)o3)nc3ccccc32)o1	-3	-2	-1	1.4	-26	-0.7	5	0	-22
CS(=O)(=O)Nc1ccccc1C(=O)NCc1ccccc1Cl	10	6	-10	-1.5	-8	0.2	6	-1	x
CCOC(=O)Cc1csc(NC(=S)NC(=O)c2cc(OC)c(OC)c(OC)c2)n1	-16	-1	-5	-0.1	-6	1.7	-15	0	x
COc1cccc(-n2c(Cc3cc(=O)[nH]c(=O)[nH]3)nnc2SCc2cccc(C(F)(F)F)c2)c1	8	-1	-9	-0.2	-4	0.4	-5	-2	-14
CCn1cc(C(=O)NCCCN(C)C)c(=O)c2cc(F)c(N3CCN(C)CC3)cc21	9	5	-16	-3.2	-17	0.5	6	0	-9
O=C1c2ccccc2-c2c1cccc2C(=O)N1CCN(C(=O)c2ccco2)CC1	2	-5	-22	-0.5	-3	-1.1	-6	0	-7
CCOC(=O)c1cnc2c(-c3ccc(F)cc3)cnn2c1C(F)(F)F	-1	-3	5	0.1	8	1.5	0	-2	-19
CC(=O)NCCCC(=O)NN1C(=S)N(Cc2ccccc2)C(=O)C1CC(=O)Nc1cccc(C)c1 (centres undefined)	-3	-2	-9	-1.7	6	1.0	3	0	-20
O=C(CNC1CCCCC1)NCC1(c2ccccc2)CCCC1	3	-1	1	-0.6	-9	1.0	3	6	-5
CCc1ccccc1N(CC)C(=O)c1cn(CC)c(=O)c2cc(OC)c(OC)cc12	1	0	-1	0.7	4	-0.5	4	4	-2

Continued; it opens with the 4 that closed the last part.
SMILES	BaF3 parental	Ba/F3 V617F tox	S1P4 antagonist	S1P4 agonist	NPY2 pot ag	PERK inhibitor	eIF4E-4G inh	Wee1 degr inh	MDM2 E3 inh
CCOC(=O)c1cnc2c(-c3ccc(F)cc3)cnn2c1C(F)(F)F	-1	-3	5	0.1	8	1.5	0	-2	-19
CC(=O)NCCCC(=O)NN1C(=S)N(Cc2ccccc2)C(=O)C1CC(=O)Nc1cccc(C)c1 (centres undefined)	-3	-2	-9	-1.7	6	1.0	3	0	-20
O=C(CNC1CCCCC1)NCC1(c2ccccc2)CCCC1	3	-1	1	-0.6	-9	1.0	3	6	-5
CCc1ccccc1N(CC)C(=O)c1cn(CC)c(=O)c2cc(OC)c(OC)cc12	1	0	-1	0.7	4	-0.5	4	4	-2
CCC(C)[C@@H](N)C(=O)N/N=C/c1cccc2nccnc12 (some centres undefined)	-4	4	-6	0.9	0	0.5	8	-3	-9
COc1cc(NC(=O)c2ccc(COCC(F)(F)F)o2)cc(OC)c1OC	8	7	-10	-0.3	-12	-1.2	3	2	13
O=C(CCS(=O)(=O)CCN1CCOCC1)NCNC(=O)CCS(=O)(=O)CCN1CCOCC1	0	-2	7	0.9	-1	1.6	-1	-1	2
OCC1(Cc2ccccc2C(F)(F)F)CCN(Cc2cccc3cnccc23)CC1	0	-2	4	-1.7	-10	1.2	-2	6	-14
Cc1ccccc1OCC(=O)NNC(=O)CSc1nc(N)cc(N)n1	2	3	0	0.7	9	0.2	-2	-1	-9
CCOC(=O)c1c(NC(=O)CC2SC(N)=NC2=O)sc(C)c1C (centres undefined)	7	-1	-26	0.3	0	0.5	0	7	-11
Cc1ccccc1CS(=O)(=O)Cc1ccc(C(=O)NCc2cccnc2)o1	1	-3	-33	-0.3	2	0.7	2[fluorescence artefact?]	3	-22
Cc1ccc2cc(CN(Cc3cccs3)C(=O)c3ccco3)c3nnnn3c2c1C	6	-3	-14	-2.2	2	0.7	-1	-1	-7
O=C1/C(=C/c2ccc(F)c(F)c2)CSc2sccc21	7	-1	-2	1.0	0	-0.2	3	-1	-33
COc1ccc(C2C(C(=O)OCC(=O)NC(C)(C)C)CCC(=O)N2c2ccc(C)cc2)cc1OC (centres undefined)	5	-4	-1	-0.7	2	0.0	5	1	-15
CN(C)CCCNC(=S)Nc1ccc(Oc2ccccc2)cc1	0	-5	-3	0.2	10	0.1	-2	0	-12
CC(C)c1ccc(N)c(S(=O)(=O)O)c1	0	-3	-2	0.8	-4	-0.1	-1	1	-16
Cc1cccc(-c2nc(CSCC(=O)N3CCN(Cc4ccc5c(c4)OCO5)CC3)c(C)o2)c1	2	-1	2	0.5	9	-0.3	0	-1	-14
CCC(C)NC(=O)CS(=O)Cc1nc(-c2cccc(OC)c2)oc1C (centres undefined)	4	-3	3	0.0	1	0.8	-4	0	-6
CCN(C(=O)CSc1nnc(-c2ccncc2)n1C)C1CCS(=O)(=O)C1 (centres undefined)	3	-2	3	0.8	-14	0.1	-4[fluorescence artefact?]	-2	x
O=c1cc(-c2ccc([N+](=O)[O-])cc2)nc2cc(-c3ccc(Cl)cc3)[nH]n12	5	5	1	-1.7	-6	0.3	1	-1	-21
Cn1nc(NC(=O)CC23CC4CC(CC(C4)C2)C3)c2c(F)cccc21	2	2	5	0.0	-13	-0.7	-2	3	-1
CCOC(=O)C1=C(c2ccccc2)NC(=S)NC1c1cccc([N+](=O)[O-])c1 (centres undefined)	6	-5	-16	1.5	9	0.6	-1	12*	-12
COc1cccc(NC(=O)Cn2nc(Cc3cccnc3)c3ccccc3c2=O)c1	9	4	-5	-2.8	-6	-1.2	4	6	-18
C=CCNC(=O)C1CC=CCC1C(=O)O (centres undefined)	1	-5	1	1.1	-1	1.8	-3	-1	-7
O=C(c1cnn2c(C(F)F)cc(-c3ccccc3)nc12)N1CCN2CCCC2C1 (centres undefined)	7	-3	35*	-0.4	-26	-0.4	-2	-1	-88
Cc1ccc(S(=O)(=O)N2CCOCC2)cc1C(=O)Nc1cccc(S(=O)(=O)N2CCCC2)c1	4	-2	-3	1.6	-4	-0.1	-1	2	3

High-throughput results as filed in PubChem BioAssay.
